Rin1 Abl inh – inhibitors of Rin1-Abl protein binding, primary screen, biochemical, TR-FRET; Tyrosine-protein kinase ABL1 (Homo sapiens) + Ras and Rab interactor 1 (Homo sapiens), …; inhibition, % at 7.35 µM; 360,000 tested, 0.4% active; in the data active = inhibition above about 5%, passing the limit was not always enough
NRP1-CendR mod – modulators of CendR peptide binding to NRP-1, primary screen, biochemical, fluorescence polarization, uHTS. FAM-RPARPAR peptide binding to NRP-1. inhibition, % at 25 µM. 360,000 tested, 0.85% active. Neuropilin-1 (Homo sapiens), O14786;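 active = inhibition or corrected inhibition above about 18%, plus a signal ratio from 0.5 to 1.5, limit read from the data, passing the limit was not always enough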; note: strong numbers were not always called active
MsrA inhibitor – bovine MsrA enzyme inhibitors, primary screen, biochemical, absorbance, HTS; purified bovine MsrA, absorbance read-out; Methionine sulfoxide reductase A (Bos taurus); 360,000 tested, 0.75% active; inhibition, % at 15.5 µM; in the data active = inhibition above about 4.5%;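 note: 0% = vehicle wells with enzyme and 100% = reference inhibitor wells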
FAS-TE inh – FAS thioesterase domain inhibitors, primary screen, biochemical, fluorescence intensity, uHTS | 360,000 tested, 0.67% active | recombinant FAS-TE, OMFH fluorogenic substrate, fluorescence endpoint | Fatty acid synthase (Homo sapiens), P49327 | inhibition, % at 15 µM;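 active = compounds whose normalised, plate-corrected inhibition of enzyme fluorescence in the single-dose primary screen is 50% or more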;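 note: 0% = DMSO with enzyme and 100% = substrate without enzyme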
bovine MsrA act – bovine MsrA enzyme activators, primary screen, biochemical, absorbance, HTS; Methionine sulfoxide reductase A (Bos taurus); purified bovine MsrA, absorbance read-out; activation, % at 10.6 µM; 360,000 tested, 0.3% active; AID 602163, 2012; in the data active = activation above about 7.5%;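 note: 0% = vehicle and 100% = reference activator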
Neddyl block – inhibitors of cullin neddylation, primary screen, biochemical, TR-FRET, uHTS, NAE and Ubc12 | 360,000 tested, 0.58% active | NEDD8-conjugating enzyme Ubc12 (Homo sapiens) + NEDD8-activating enzyme E1 regulatory … | calls only at 25 µM; in the data active = inhibition above about 36%
MT1-MMP act inh – blockers of MT1-MMP proenzyme processing, primary screen, HT1080 RFP-PRO-GFP cells, GFP/RFP fluorescence | 360,000 tested, 0.061% active | GFP/RFP ratio fluorescence, overnight; percent of plate control window, DMSO zero | AID 651647, 2012 | GFP/RFP ratio change, % at 20 µM | Matrix metalloproteinase-14 (Homo sapiens), P50281;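 active = GFP/RFP ratio change of at least 30% with cell ATP level not reduced by more than half and red fluorescence within 50% of control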; note: strong numbers were not always called active
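Test system: HT1080 cells expressing an RFP-PRO-GFP fluorescent reporter construct / Compound dosing: single-point 20 µM compound, 1% DMSO / Schedule: cells overnight before dosing, compound overnight, 37 °C, 5% CO2 / Evaluation: GFP/RFP fluorescence ratio / Control set: DMSO and RFP-L50D-GFP cell wells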
eLon inh – inhibitors of E. coli Lon protease, primary screen, biochemical, fluorescence polarization; 360,000 tested, 0.42% active; purified E. coli Lon protease; inhibition, % at 7.94 µM; in the data active = inhibition above about 13%, passing the limit was not always enough;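 note: 0% = enzyme with probe and DMSO and 100% = no enzyme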
SKN-1 inh – suppressors of acrylamide-induced Pgst-4::GFP reporter in worms, primary screen, SKN-1 inhibitor project, whole organism, uHTS, GFP/RFP fluorescence ratio, strain VP596 | inhibition, % at 21.8 µM | 360,000 tested, 0.49% active | C. elegans VP596 Pgst-4::GFP/RFP ratio, 24 h;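 active = interference check ratio from 0.5 to 1.5 plus GFP to RFP signal ratio inhibition reaching or exceeding a fixed threshold, cut at about 30% in these data, passing the limit was not always enough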; note: some compounds called inactive have numbers as strong as hits
Numbers without * were called inactive; i = inactive; / = not tested or not shown; + = active, no number. Hits appear at their usual frequency, and some 4.2% of all compounds hit somewhere here.

No.	SMILES	Rin1 Abl inh	NRP1-CendR mod	MsrA inhibitor	FAS-TE inh	bovine MsrA act	Neddyl block	MT1-MMP act inh	eLon inh	SKN-1 inh
1	Cc1cc(C2=NNC(=Nc3ccc(S(=O)(=O)N4CCOCC4)cc3)SC2)c(C)n1CC1CCCO1 (configuration not stated)	-5	-12	3.0	-151	-2	i	2	-8	-3
2	CCOc1ccccc1N(CC(=O)Nc1ccccc1C(=O)NCc1ccco1)S(C)(=O)=O	-5	-5	0.1	-1	-1	i	3	3	12
3	CCc1noc(C)c1C(=O)Nc1nc(-c2ccc(NC(C)=O)cc2)cs1	2	15	-0.8	-1	-1	i	7	-9	0
4	COc1ccc(NC(=O)CCc2nnc3ccc(N4CCC(C)CC4)nn23)cc1OC	3	7	0.8	-5	-1	i	1	-1	-6
5	Cc1ccc(S(=O)(=O)c2cc3c(=O)n4cccc(C)c4nc3n(CC3CCCO3)c2=N)cc1C (configuration not stated)	-2	-4	-0.8	31	-2	i	2	5	-9
6	CNS(=O)(=O)c1cnccc1N1CCN(c2cccc(C(F)(F)F)c2)CC1	-1	17	-0.7	2	-3	i	5	-7	16
7	CCN1CCN(c2ncnc3sc(C(=O)Nc4ccccc4F)c(C)c23)CC1	0	7	2.1	-4	-4	i	-4	-13	-7
8	O=S(=O)(Nc1ccc(Br)cn1)c1ccc(Cl)s1	0	-2	0.0	-3	-2	i	-3	-4	13
9	CCCN(C(=O)c1cc(CC)c(C)s1)c1c(N)n(Cc2ccccc2)c(=O)[nH]c1=O	2	-15	-0.2	-3	-3	i	3	-2	16
10	COCCNc1cc(-c2ccccc2)nc2cc(-c3cccc(F)c3)nn12	-2	-5	0.5	37	-5	/	-6	5	-2
11	O=C(Nc1ccc(OCC(F)(F)C(F)F)c(C(F)(F)F)c1)c1ccccc1O	3	1	2.1	9	-8	/	-29	-5	4
12	O=C1C2CCC(C2)C1CN1CCOCC1 (configuration not stated)	5	13	-0.7	-7	-1	i	2	-5	2
13	O=C(CN1CCN(S(=O)(=O)c2ccc(Cl)cc2)CC1)Nc1ccc2c(c1)CCC2	0	-2	-0.5	25	-4	i	1	0	11
14	Cc1cccc(NS(=O)(=O)c2ccc(C)c(C(=O)NNC(=O)c3csc(N4CCOCC4)n3)c2)c1	-2	4	-1.0	1	-4	i	2	-8	-4
15	COCCCNC(=O)c1ccc(-c2c(C)noc2C)c2ccoc12	-1	-8	0.4	-6	-2	i	13	2	3
16	O=C(CN1C2CCCC1CC(NC(=O)c1ccco1)C2)Nc1ccccc1 (configuration not stated)	0	-8	0.6	-3	-4	i	7	-3	8
17	COc1ccc(Cn2cc(F)c(=O)n(C)c2=O)cc1[N+](=O)[O-]	-2	-3	-0.2	-4	-3	i	0	2	-7
18	CCOc1ccc(-n2c(SC(C)C)nc3c(c2=O)SCC3)cc1	0	5	1.8	6	-4	i	-5	-2	-1
19	CSc1cccc(NC(=O)CCCOc2ccccc2)c1	3	-5	0.6	12	-5	i	7	1	9
20	O=C(Nc1ccc(F)cc1)N1CCOCC1	-2	6	-0.2	-4	0	i	8	-1	-2
21	CC(C)CC(NS(=O)(=O)c1cc(C(=O)O)ccc1Cl)C(=O)O (configuration not stated)	1	11	0.0	-3	-5	i	1	0	-5
22	Cc1ccc(S(=O)(=O)NC(C)(C)CSc2nncn2C)cc1	-5	2	1.1	-5	-3	i	0	0	6
23	O=C(CN(C1CCCCC1)C1CCCCC1)N1CCc2ccccc2C1	2	-7	-0.6	10	-11	i	/	-4	-8
24	COc1ccccc1-n1c(=O)c(C#N)c(-c2ccc([N+](=O)[O-])cc2)c2cc(C(=O)c3ccccc3O)cnc21	-2	-27	-0.5	89*	-2	i	-3	0	-1
25	Cn1c(=O)c2c(nc(N3CCCCCC3)n2CC(=O)c2ccccc2)n(C)c1=O	0	-5	-0.7	0	-10	i	9	-6	-28
26	COc1cc(/C=C2\C(=N)N3N=C(S(C)(=O)=O)SC3=NC2=O)ccc1OS(=O)(=O)c1ccc(C)cc1	3	-53	0.6	21	-9	i	1	-6	-11
27	N#Cc1nc(-c2ccco2)oc1NCCCN1CCOCC1	3	1	1.1	-7	-5	/	4	-3	-16
28	NS(=O)(=O)c1ccc(CCNS(=O)(=O)c2cccc(C(=O)O)c2)cc1	-2	1	-1.3	-4	-4	i	3	-5	2
29	O=C(NNC(=S)Nc1ccc(Cl)c(Cl)c1)c1cccc([N+](=O)[O-])c1	-4	-5	1.5	46	1	i	1	-2	1
30	CCOc1ccc2nc(NCCNC(=O)C(C)C)c(C)cc2c1	0	-6	-0.1	-11	-9	/	-4	4	1
31	CCNC(=O)c1cccc(NC(=O)CC2SC(N3CCCCC3)=NC2=O)c1 (configuration not stated)	5	8	-0.9	-3	-2	i	-1	-18	5
32	Cc1cc(N2CCCCCC2)nc(-c2ccccc2O)n1	1	11	0.7	25	3	/	8	7	5
33	O=C(CCC(=O)N1CCOc2ccccc21)NC1CCN(Cc2ccccc2)CC1	-2	-14	1.1	-5	-7	i	6	-6	5
34	Cc1ccc2oc(=O)c(/C=C(\O)CC(C)C)nc2c1	0	-2	0.9	-5	-7	i	0	-14	-3
35	COc1ccc(CN(CCN)C2CC(C)N(C)CC2C)cc1 (configuration not stated)	-3	-8	-0.8	-1	-1	i	0	-7	10
36	COc1cccc(C(=O)N2CCN(Cc3ccccc3Br)CC2)c1	0	9	-0.7	0	-5	i	2	3	3
37	C[C@H](NC(=O)[C@@H]1CCCN1C(=O)[C@@H]1CCCN1C(=O)OC(C)(C)C)c1ccccc1	/	6	-0.1	-13	-3	i	5	-6	9
38	C(=N\n1cnnc1SCc1ccccc1)/c1ccco1	3	-9	0.3	-8	0	i	-3	-2	-5
39	COC(=O)c1cc2occc2n1Cc1nc(-c2cccc(Cl)c2)oc1C	3	-7	0.7	16	-1	/	-2	-3	-3
40	COc1cc(CN2CCCC(C(=O)c3ccc(C(C)(C)C)cc3)C2)cc(OC)c1O (configuration not stated)	1	-13	0.3	-62	-3	i	3	-10	9
41	COc1cc(C(=O)Nn2c(C)nc3ccccc3c2=O)cc(OC)c1OC	-5	-1	1.3	-3	-3	i	3	13	13
42	CCOC(=O)c1c(NC(=O)c2ccccc2Br)sc2c1CCc1ccccc1-2	-5	-6	1.1	25	-6	i	-1	-5	-1
43	CC12CCC(C(=O)Nc3ccc(Cl)cc3)([C@H](Br)C1=O)C2(C)C (some centres not stated)	-1	-5	-0.1	7	-3	i	-2	-2	0
44	Cc1ccccc1-c1nc(CS(=O)(=O)CC(=O)NCCN2CCCC2)c(C)o1	-1	-4	-1.0	-4	-2	i	0	1	2
45	Oc1c(C(c2cccs2)N2CCOCC2)sc2ncnn12 (configuration not stated)	3	1	1.5	-6	-2	i	-4	3	1
46	Cc1cc(C)c2c(c1)c(C)cc1nnc(SCC(=O)NCc3ccco3)n12	-5	-24	0.1	-3	-4	i	11	1	-12
47	O=C(c1cccc(Cl)c1)N(Cc1ccco1)C1CCS(=O)(=O)C1 (configuration not stated)	-1	5	-0.9	1	-2	i	-2	9	14
48	CC1CCCCN1CCNC(=O)CCc1nnc2n(Cc3ccccc3)c(=O)c3ccccc3n12 (configuration not stated)	2	5	0.3	6	-3	i	-3	5	-1
49	CNC(=O)NC(=O)C(C)OC(=O)c1c2c(nc3ccccc13)/C(=C/c1cccs1)CC2 (configuration not stated)	-2	-28	-1.4	3	-3	+	-15	-46	12
50	CCN=C1S/C(=C\c2ccc(OCC)c(OC)c2)C(=O)N1CC	3	2	0.7	7	-11	i	3	-4	14
51	Cc1nc(SC(C)C(=O)NCc2ccc3c(c2)OCO3)nc(C)c1C (configuration not stated)	1	-3	1.8	-4	-4	i	-4	-10	4
52	O=C(COc1ccc(F)cc1)NC1CC1	6	-8	0.6	-9	-2	i	2	-2	12
53	Cc1ccc(CS(=O)(=O)c2ncc(Cl)c(C(=O)Nc3nnc(C)s3)n2)cc1	-1	1	0.5	2	-7	i	1	-5	1
54	CCCCN(C(=O)c1nn(C)c(=O)c2ccccc12)c1c(N)n(CCC)c(=O)[nH]c1=O	-2	-1	-0.7	-3	-4	i	-3	4	-6
55	CCCCN1C(=O)C(CC(=O)NCCCN(C)C)CC(C(=O)N(C(C)C)C(C)C)=C1C (configuration not stated)	/	-1	-1.2	0	-3	i	9	-5	-1
56	COc1cccc(CNS(=O)(=O)c2cc3c(cc2C)n(C)c(=O)c(=O)n3C)c1	0	1	1.2	-4	-3	i	2	-1	9
57	O=C1C=C(c2cnc3ccccc3c2)C[C@@H](c2ccc3c(c2)OCO3)C1	-2	-4	0.5	35	-1	i	-2	0	-1
58	C/C(NC(=O)c1ccccc1F)=C1\C(=O)C[C@@H]2[C@H]1C2(C)C	-3	7	1.7	7	0	i	-8	-4	23
59	CCCNC(=O)c1cc(C2CCCCN2C(=O)c2cccs2)on1 (configuration not stated)	-1	-8	0.7	-4	0	i	1	2	-4
60	CC(C)Cc1cc(C(=O)NCc2cccs2)no1	2	-1	-1.4	-2	-2	i	-2	-8	11
61	COc1ccc(S(=O)(=O)N2CCN(C(=O)CCc3c[nH]c4ccccc34)CC2)cc1	-3	-8	0.8	5	-2	i	3	3	5

Reformatted in transposed form: 2 of the compounds above
57. O=C1C=C(c2cnc3ccccc3c2)C[C@@H](c2ccc3c(c2)OCO3)C1
58. C/C(NC(=O)c1ccccc1F)=C1\C(=O)C[C@@H]2[C@H]1C2(C)C
Compound | 57 | 58
Rin1 Abl inh | -2 | -3
NRP1-CendR mod | -4 | 7
MsrA inhibitor | 0.5 | 1.7
FAS-TE inh | 35 | 7
bovine MsrA act | -1 | 0
Neddyl block | i | i
MT1-MMP act inh | -2 | -8
eLon inh | 0 | -4
SKN-1 inh | -1 | 23

High-throughput results: PubChem BioAssay, several laboratories
